HTR5A ag: HTR5A agonists in luminescence cell assay, primary screen, counter-screen for OPRM1-OPRD1 heterodimer agonist project, full-deck HTS; hit rate 0.61% among 340,000; activation, % at 9.3 µM; cell-based; 5-hydroxytryptamine receptor 5A (Homo sapiens), P47898; in the data active means activation mostly above about 9.5%, no sharp cut-off; inactive means mostly below about 7.6%;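 further: 0% = cells with vehicle only and 100% = reference agonist; strong numbers were not always called active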
Target sequence (P47898 whole entry, looked up): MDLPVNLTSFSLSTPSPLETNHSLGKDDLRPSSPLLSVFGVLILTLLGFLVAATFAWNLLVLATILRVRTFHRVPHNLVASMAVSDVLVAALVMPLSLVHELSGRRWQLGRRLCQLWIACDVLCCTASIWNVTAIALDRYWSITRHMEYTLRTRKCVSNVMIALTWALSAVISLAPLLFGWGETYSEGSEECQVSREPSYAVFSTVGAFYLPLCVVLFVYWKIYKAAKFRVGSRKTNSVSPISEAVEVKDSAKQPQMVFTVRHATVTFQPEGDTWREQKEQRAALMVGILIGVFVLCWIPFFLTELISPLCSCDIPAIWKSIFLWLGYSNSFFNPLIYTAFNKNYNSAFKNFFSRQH
PvdQ acylase: P. aeruginosa PvdQ acylase inhibitors, primary screen, biochemical, fluorescence, plate reader and imaging, single point; purified PvdQ acylase; inhibition, % at 10 µM; hit rate 0.063% among 340,000; AID 488965, 2010; in the data active means inhibition above about 30%, passing the limit was not always enough; inconclusive means no clear call, values can overlap the other calls;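 further: 0% = vehicle neutral wells and 100% = reference inhibitor wells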
NSD2 HMT inh: NSD2 histone methyltransferase inhibitors, primary screen, biochemical, AlphaScreen, single concentration, set 2; inhibition, % at 12.5 µM; Histone-lysine N-methyltransferase NSD2 (Homo sapiens), O96028; hit rate 0.54% among 310,000; NSD2 peptide methylation, 120 min; in the data active means inhibition above about 50%
Wnt act: Wnt/beta-catenin pathway activators, primary screen, cell-based, plate reader, single point. hit rate 1.2% among 300,000. Wnt/beta-catenin reporter cell assay, activator. activation, % at 9.35 µM; in the data active means activation above about 30%, passing the limit was not always enough; inconclusive means no clear call, values can overlap the other calls;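 further: 0% = neutral control wells and 100% = positive control wells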
HTR5A inv ag: HTR5A inverse agonists in luminescence cell assay, primary screen, counter-screen for OPRM1-OPRD1 heterodimer inverse agonist project, full-deck HTS | 5-hydroxytryptamine receptor 5A (Homo sapiens), P47898 | AID 504634, 2011 | inhibition, % at 9.3 µM | hit rate 0.083% among 340,000 | HTR5A cell line, inverse agonism; in the data active means inhibition mostly above about 23%, no sharp cut-off; inactive means mostly below about 18%;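 further: 0% = cells with DMSO and 100% = no-cell wells with DMSO; some compounds called inactive have numbers as strong as hits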
SR-BI HDL uptake: inhibitors of SR-BI mediated HDL lipid uptake, primary screen, ldlA[mSR-BI] cells, fluorescence, single point. inhibition, % at 12.5 µM. Scavenger receptor class B member 1 (Mus musculus), Q61009. ldlA[mSR-BI] CHO cells, DiI-HDL uptake fluorescence, 3 h. AID 488896, 2010. hit rate 0.96% among 320,000;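 active means mean replicate inhibition of at least 70% and a set share of replicates each scoring 70 or more; inconclusive means meets just one of the two criteria; inactive means fails both criteria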;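 further: 0% = median of neutral control wells and 100% = median of positive control wells; values of inactives mirror those of a sister screen read the other way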
dFosB activator: activators of delta FosB homodimer, primary screen, biochemical, fluorescence polarization, TAMRA-CDK5 oligo, single point. hit rate 0.99% among 340,000. Protein FosB (Mus musculus), P13346. purified delta FosB; percent of positive-control signal above neutral wells. activation, % at 25 µM;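 active means mean activation above about 17%, with every replicate also reaching it, limit read from the data, passing the limit was not always enough; inconclusive means only one of the two conditions met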;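 further: fluorescence polarization rise as delta FosB binds a TAMRA Cdk5 AP-1 oligo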
V-ATPase pH: regulators of yeast V-ATPase proton pumping, primary screen, pHLuorin cytosolic pH fluorescence. S. cerevisiae. response, % at 10 µM. hit rate 0.37% among 350,000; in the data active means response mostly above about 7.3%, no sharp cut-off; inactive means mostly below about 5.4%; further: actives read high; inactives centre near 0; some compounds called inactive have numbers as strong as hits; reference of the scale not given here
MITF act: activators of MITF-driven TRPM1 promoter reporter, primary screen, cell-based, SK-MEL-5, luciferase, single point | SK-MEL-5 TRPM1-promoter luciferase, 24 h; % of positive control, neutral wells = 0 | activation, % at 12.5 µM | hit rate 0.75% among 300,000 | AID 588334, 2011;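 active means mean activation of at least 80% with every replicate also reaching 80%; inconclusive means mean reaches 80% but some replicate falls short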;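 further: 0% = neutral control wells and 100% = parthenolide positive control wells; values of inactives mirror those of a sister screen read the other way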
CDK5 p35 inh: inhibitors of human CDK5/p35 kinase, primary screen, biochemical, single concentration; Cyclin-dependent kinase 5 (Homo sapiens) + Cyclin-dependent kinase 5 activator 1 (Homo …; Recombinant CDK5/p35, ADP-Glo luminescence, 60 min; inhibition, % at 10 µM; hit rate 0.01% among 330,000; AID 488839, 2010;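 active means highest replicate inhibition of at least 50% and at least 75% of replicates reaching 50%; inconclusive means only one of the two criteria met; inactive means both criteria failed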;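 further: plate controls were DMSO neutral control for no effect and GW8510 at 10 µM for full effect; many of its hits are not listed in these tables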
Target sequence (Q00535 whole entry, looked up): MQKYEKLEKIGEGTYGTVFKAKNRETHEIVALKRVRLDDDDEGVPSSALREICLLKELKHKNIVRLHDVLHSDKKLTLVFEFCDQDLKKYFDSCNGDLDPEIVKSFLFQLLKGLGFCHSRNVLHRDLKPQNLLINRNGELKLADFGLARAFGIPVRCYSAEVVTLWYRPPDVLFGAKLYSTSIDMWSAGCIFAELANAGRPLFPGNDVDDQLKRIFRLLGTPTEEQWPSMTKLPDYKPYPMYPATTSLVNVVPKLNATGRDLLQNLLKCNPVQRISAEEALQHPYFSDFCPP
Target sequence (Q15078 whole entry, looked up): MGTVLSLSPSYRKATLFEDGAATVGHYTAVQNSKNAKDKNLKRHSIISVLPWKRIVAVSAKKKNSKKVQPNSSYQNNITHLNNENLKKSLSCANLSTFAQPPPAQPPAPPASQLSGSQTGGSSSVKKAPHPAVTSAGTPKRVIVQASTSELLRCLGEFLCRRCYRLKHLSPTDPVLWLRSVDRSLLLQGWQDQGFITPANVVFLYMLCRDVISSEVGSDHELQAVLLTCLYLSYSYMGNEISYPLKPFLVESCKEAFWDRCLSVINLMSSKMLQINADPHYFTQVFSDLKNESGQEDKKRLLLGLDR
* marks the source's active call; other numbers are inactive results; ? = inconclusive; / = not tested or not shown. Not a hit list; any-hit rate near 5%.

SMILES	HTR5A ag	PvdQ acylase	NSD2 HMT inh	Wnt act	HTR5A inv ag	SR-BI HDL uptake	dFosB activator	V-ATPase pH	MITF act	CDK5 p35 inh
CC(C)(C)NC(=O)C[n+]1ccc(C(N)=O)cc1	-1	-2	1	-3	3	-5	-3	3	0	-0.6
COCCn1c(SCC(=O)N2CCN(c3ccccc3)CC2)nc2c(c1=O)SC(C)C2 (stereo not drawn)	7	-10	/	-4	5	-3	-10	-3	/	-1.8
COc1ccc(Cl)cc1C(=O)OCC(=O)N(C)CC(=O)Nc1ccc(F)cc1	-6	-15	-11	-1	-7	26	-12	-2	-2	-2.4
COC(=O)c1ccc(CSc2nnc(SCc3ccc(C(=O)OC)o3)s2)o1	-1	-14	6	/	1	17	-9	0	-5	-0.6
COc1cc(Cl)cc(/C=C/c2ccc3cccc(O)c3n2)c1OC	0	-8	28	17	-1	50	-7	-7	11	-1.1
Cn1c(SCC(=O)Nc2cccc(S(=O)(=O)N3CCOCC3)c2)nnc1-c1ccncc1	-2	-2	-4	-1	-10	-10	1	0	-4	-0.9
O=C1Nc2ccc([N+](=O)[O-])cc2C1=Nc1cccc(CO)c1	4	10	/	1	-9	-7	-2	-1	-2	5.0
COc1cc(C(=O)Nc2ccc3nc4n(c(=O)c3c2)CCCC4)ccc1Br	-3	-13	1	3	10	23	-14	0	17	-0.8
COc1ccc(S(=O)(=O)N2CCN=C2SCc2cccc(F)c2)cc1	1	-4	0	-3	-19	13	-5	0	-2	-0.5
CCS(=O)(=O)CCSc1nc2ccccc2s1	2	-7	1	/	-8	5	6	-2	17	0.0
CCOC(=O)CCN(Cc1cccs1)S(=O)(=O)c1ccc(Cl)cc1	1	-5	-3	-1	-9	7	-7	0	-2	-0.2
CCOC(=O)CN(C(=O)CSc1nnc(CNc2ccc(C)cc2C)n1CC)c1ccccc1	0	-10	0	/	-1	18	-6	1	/	0.3
C=CCn1c(CCSCc2ccc(OC)c(C)c2)n[nH]c1=S	3	0	/	11	-9	30	-7	0	11	-1.4
CCCc1ncc(C(O)c2cccc(OC)c2OC)n1C (stereo not drawn)	-2	-7	1	-6	11	-60	-4	2	3	-1.3
COc1cc2cc(CCOC(=O)CCCC(=O)O)oc(=O)c2cc1OC	9	-7	/	-6	-12	-11	3	1	2	0.4
COc1cc2c(cc1OC)CN(C(=O)CC1CC3CCC1C3)CC2 (stereo not drawn)	0	1	0	/	12	-16	0	3	/	2.9
O=C(Cc1ccccc1F)Nc1cccc2cccnc12	4	2	-5	-1	26	-6	-5	-5	-1	-0.9
COc1ccc(CNC(=O)CSc2nnc(-c3cccnc3)n2N)cc1	-2	-4	-1	0	1	-3	-5	-6	-6	0.0
Fc1ccc2nc(Nc3nc4cc5c(cc4s3)OCCO5)sc2c1	-2	2	-3	/	19	-1	-1	3	85*	-1.2
CCN(CC)S(=O)(=O)c1cccc(C(=O)N2CCCc3ccccc32)c1	-2	-4	20	2	9	12	-1	3	/	1.2
Cc1cccc(N=Cc2cc(Br)cc(Cl)c2O)c1	2	-17	/	-3	-4	-9	-2	-1	-5	-2.8
COc1ccc(S(=O)(=O)N2CCN(c3ccc4nnc(-c5ccc(F)cc5)n4n3)CC2)cc1	0	-8	/	-6	-1	2	15	1	-10	-0.3
Cc1c(Cl)cccc1Nc1nc(N)nc(CN2CCc3ccccc3C2)n1	4	-8	2	-1	29	2	1	-5	-11	-2.7
Cn1c2c(c(=O)n(C)c1=O)CN(CCN1CCNCC1)CN2	-1	-7	-1	/	-2	/	1	5	4	0.8
C#CCOCCOCCOCCNc1nc(N2CCN(C(=O)Cn3cc(CCO)nn3)CC2)nc(N2CCN(C(=O)[C@H](Cc3ccc(O)cc3)n3cc(CCO)nn3)CC2)n1	1	-7	/	-1	-32	-36	-6	7	3	0.4
CCCn1c(N/N=C\C=C\c2ccccc2)nc2c1c(=O)[nH]c(=O)n2C	-1	-7	2	-1	-1	16	?	2	3	-3.7
COc1ccc(C[C@H]2CN3C(=NC[C@@H]3C)N2CCNC(=O)CCC2CCCCC2)cc1	0	-11	/	-4	-1	-10	-11	1	5	-2.4
Cc1ccc(C)c(NC(=O)NNC(=O)CCc2ccccc2)c1	-2	-5	1	1	-15	-3	0	-1	-19	0.0
CC(C)(C)C(=O)CN1CCN(C2c3ccccc3-c3ccccc32)CC1	3	-5	6	/	-7	51	-7	0	3	0.3
CCCCN1CC(=O)N2[C@H]3c4cc(Cl)ccc4OC[C@@H]3[C@H](c3ccccc3)[C@]2(C)C1=O	-2	-13	/	3	-18	1	-1	0	14	1.0
CCOC(=O)N1CCC(N2Cc3cccc(C(=O)Nc4ccc(S(=O)(=O)N(CC)CC)cc4)c3C2=O)CC1	-2	-8	0	-2	-23	-6	5	-3	-2	0.1
COc1cc(NC(=O)COC(=O)C2CC2)c(C)cc1[N+](=O)[O-]	2	-7	26	/	-5	17	6	-1	10	-1.2
Oc1cccc2ccc(/C=C/c3ccc(Br)s3)nc12	2	28	7	-1	-4	34	-9	9	14	-0.7
COc1ccccc1N1CCN(CCCNC(=O)Cn2ncc3c([nH]c4ccccc43)c2=O)CC1	-3	9	-3	2	1	8	-5	7	-1	1.6
Cc1nccn1CCCNC(=O)C1CCC(=O)N(Cc2ccccc2F)C1 (stereo not drawn)	2	2	-1	0	1	-24	5	-1	-10	-1.1
O=C(Nc1nc(-c2ccccn2)cs1)c1ccc(F)c(S(=O)(=O)N2CCOCC2)c1	6	-12	-1	-18	-15	51	-14	4	-65	-0.6
Cc1cccc(Nc2ccc(C(=O)N3CCOCC3)cn2)c1	-2	-17	-1	1	-7	-17	-3	0	7	-0.6
COc1cccc(N=C2CC(C)(C)CC(=O)/C2=C(/O)c2ccccc2)c1	0	-3	6	0	1	-12	-5	2	6	-4.6
Cn1nc(C(F)(F)F)c(-c2ccc(Br)cc2)c1NC(=O)c1cccnc1	/	-7	-1	0	/	17	-6	2	/	-5.3
O=C(NCc1ccc(N2CCCC2=O)cc1)C1CCC(=O)N(Cc2ccccc2F)C1 (stereo not drawn)	6	-12	-3	0	12	-2	-5	-3	-3	0.5
O=C(CC1SC(=Nc2ccccc2)N(CCCCO)C1=O)NCc1ccccc1 (stereo not drawn)	-7	-13	3	/	3	5	-2	-2	3	-1.6
CC1(C)Cc2c(sc3nc(-c4ccccc4Cl)n(N)c(=O)c23)CO1	-1	0	14	/	-18	33	0	-1	4	1.3
O=C(N/N=C/c1ccc(OCCCF)cc1)c1cc(OCC(F)(F)F)ccc1OCC(F)(F)F	0	2	-1	/	6	55	-5	-5	4	1.3
COC(=O)Nc1ccc(S(=O)(=O)N2CCCC(C(=O)N3CCN(C)CC3)C2)cc1 (stereo not drawn)	-4	5	/	1	-15	/	-6	6	-3	2.0
COc1cc(/C=N/NC(=O)C(=O)NCC2CCCO2)ccc1O (stereo not drawn)	-3	18	-1	-1	7	-18	-1	0	10	0.1
Cc1ccc(C(=O)OCC(=O)NC(C)C)cc1S(=O)(=O)N1CCOCC1	-2	6	-3	7	5	-10	4	1	1	-0.9
Cc1ccc(C(=O)CNc2ccccc2)cc1	1	2	-1	6	-4	-14	1	-4	62	-0.9
CCOC(=O)N1CCN(c2ncnc3scc(-c4ccccc4)c23)CC1	0	-3	22	17	1	42	-18	-1	-2	0.2
Cc1ccc(N(CC(=O)NCc2ccncc2)S(C)(=O)=O)cc1Cl	3	-1	1	/	-57	4	-6	9	/	1.1
Nc1ncn(-c2ncc(C(F)(F)F)cc2Cl)n1	/	-14	-5	-3	/	-15	3	3	-1	-0.3
CCn1cc(C(=O)NCCCN2CCC(C)CC2)c2cc(OC)c(OC)cc2c1=O	0	3	/	-2	-1	-16	-1	1	5	0.8
CC(C)(C)C1=Nn2c(nnc2-c2n[nH]c3c2CCC3)SC1	0	-4	/	/	-8	2	-2	3	-2	3.1
CC(NC(=O)OCc1ccccc1)c1ccccc1 (stereo not drawn)	7	-13	14	-2	-18	4	-4	3	1	0.3
c1ccc(-c2nnc(-c3ccco3)n2-c2ccccc2)cc1	-1	0	-1	/	-16	-27	-8	-2	/	0.5
COc1ccc2c(c1)N(C)/C(=C/c1cccc[n+]1C)S2	6	-10	9	-6	-23	-17	9	0	-16	0.4
N#CCCN(C(=S)NC(=O)c1ccco1)c1ccccc1F	0	-10	-2	-1	-32	4	0	2	1	-0.6
O=C(CCN1CCCCCC1)Nc1ccccc1F	-1	-9	-2	/	13	-15	-2	1	-4	0.4
CC(C)(C)c1cc(C(F)(F)F)nc(SCCCNC(=O)c2ccco2)n1	2	-12	-2	2	-24	56	-5	-3	2	-1.9
C=CCn1c(SCC(=O)N2CCCC2)nc2scc(-c3cccs3)c2c1=O	-4	-9	-5	/	-44	-22	-2	1	-7	-0.8
O=C(NCc1ccc(F)cc1)C1CCN(c2cnccn2)CC1	1	0	-3	-10	-4	15	-3	3	3	0.4

(next part)
SMILES	HTR5A ag	PvdQ acylase	NSD2 HMT inh	Wnt act	HTR5A inv ag	SR-BI HDL uptake	dFosB activator	V-ATPase pH	MITF act	CDK5 p35 inh
C/C(CC(=O)Nc1ccccn1)=N\NC(=O)C(=O)Nc1ccccc1C	-3	5	1	/	9	-12	7	4	-14	-1.9
O=C(Nc1cccc(O)c1)c1cc2nc(-c3ccccc3)cc(-c3ccccc3)n2n1	4	-4	34	-12	-35	49	-2	7	1	0.0
CS(=O)Cc1cc(Sc2ccccc2)nc(-c2cccnc2)n1 (stereo not drawn)	6	-1	1	-2	-16	-6	5	2	-2	0.5
Cc1onc(-c2c(F)cccc2Cl)c1C(=O)ONC(=O)c1ccccc1	-2	-3	-2	2	-24	-14	-4	0	-1	-0.7
CC(C)c1cc(C(N)=O)c(NC(=O)c2cccc(COc3ccc(Br)cc3)c2)s1	-1	-8	11	/	-4	-9	-14	3	76	0.7
COc1ccc2c(Cl)c(C(N)=O)sc2c1	-6	-14	1	/	15	8	-11	1	23	0.0
Cc1nc(SCC(=O)N(C)C2(C#N)CCCCC2)c2ccccc2n1	-1	-9	1	-3	2	5	-14	-1	-18	1.0
O=C(CN1c2ccccc2Sc2ccccc21)NNC(=S)Nc1ccc(Cl)cc1Cl	-2	-21	-1	/	2	76*	-3	-1	3	-3.7
COC(=O)N/N=C/c1c(C)c(C(=O)c2ccc(F)cc2)n2ccccc12	-2	-5	-4	/	13	56	-8	-2	6	0.3
Cc1ccc(OC(=O)CCC(=O)Nc2ccc(C(N)=O)cc2)cc1	-3	-3	-6	9	-13	-26	4	2	/	-2.5

Bioassay records: PubChem, several laboratories
